TRPV1 ag: HTS Assay for Compounds that Act as Agonists of the Vanilloid Receptor 1; Transient receptor potential cation channel subfamily V member 1 (Homo sapiens), Q8NER1; TRPV1-expressing cells, Fluo-8 calcium influx, agonist mode; activation, % at 8.33 µM; hit rate 0.19% among 320,000; in the data active = activation above about 80%; inconclusive = between about 30% and that limit; note: 0% is about no effect
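TRPV1-expressing cells were cultured overnight at 35.5C and loaded with Fluo-8 calcium dye for 40 to 90 min at room temperature. After a 10 s baseline, compound was added and calcium influx was read kinetically for 3 min (ex 480/em 520 nm).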
Mito fusion yeast: qHTS Assay for Small Molecule Inhibitors of Mitochondrial Division or Activators of Mitochondrial Fusion; hit rate 0.23% among 320,000; S. cerevisiae fusion-defective mutant growth rescue, CellTiterGlo 48 h; Potency, µM (doses to about 46.1 µM), for inactives: at the highest dose growth rescue (activation), most hits filed as activators;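 note: potency is the fitted concentration of half-maximal effect; % of control where 0% means no effect; nearly all actives have a fitted effect of over 45% in size; temperature-sensitive fusion mutants such as fzo1-1 at 37 °C on non-fermentable ethanol glycerol medium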
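S. cerevisiae fusion-defective temperature-sensitive mutants (e.g. fzo1-1, mgm1-5) grown 48 h at 37C in YPEG (ethanol/glycerol non-fermentable) medium with 23 nl compound per well; growth rescue read as CellTiterGlo luminescence.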
Eya2 inh: qHTS Assay for Inhibitors of the Phosphatase Activity of Eya2; Protein phosphatase EYA2 (Homo sapiens), O00167; recombinant Eya2, OMFP fluorescence dephosphorylation (OMFP is methylfluorescein phosphate); Potency, µM (highest dose often 76.9 µM), inactives show at the highest dose activity, negative = inhibition, usual class: inhibitors; hit rate 0.006% among 330,000; note: potency is the fitted concentration of half-maximal effect; % is set by controls: 0 for no effect and ±100 for the full control effect
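Eya2 (0.2 uM) preincubated 10 min at ambient with compound, then OMFP substrate added at 50 uM; 10 min reaction in 50 mM HEPES pH 7.5, 50 mM NaCl, 5 uM MgCl2, 0.05% BSA, 1 mM DTT. Fluorescence read at Ex 485/Em 525 nm.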
KCNH2 3.1 inh: qHTS for Inhibitors of KCHN2 3.1: Mutant qHTS; U2OS KCNH2 3.1, thallium flux FluxOr; active compounds read low; AID 720553, 2013; Potassium voltage-gated channel subfamily H member 2, brain isoform KCNH2 3.1 (human); activity change, % (tested at about 1.8 µM); hit rate 0.95% among 340,000;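 active = maximum activity change below -70%; inconclusive = maximum activity change from -70% to -50%; inactive = maximum activity change above -50%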;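 note: thallium influx rate constant from kinetic fluorescence after stimulation buffer; % is set by controls: 0 for no effect and ±100 for the full control effect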
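Kinetic fluorescence (2 min after stimulation buffer) measures Tl+ influx through KCNH2 3.1 expressed by viral transduction in U2OS cells; the rate constant is normalized against DMSO controls serving as positive and negative references.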
TSHR antag: Antagonists of the Thyroid Stimulating Hormone Receptor: HTS campaign | TSHR-expressing cells, TSH-stimulated cAMP HTRF, 2 h; active compounds read low | activity change, negative = inhibition, % at 11.5 µM | hit rate 0.2% among 330,000;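 active = activity change below a set negative limit, meaning inhibition stronger than a set level, cut at about -70% in these data; inconclusive = activity change between two set negative limits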; note: % is set by controls: 0 for no effect and ±100 for the full control effect
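Read-out is FRET at 665 nm (cryptate excitation 337 nm) from a cryptate-tagged anti-cAMP antibody, competed by cell cAMP against cAMP-d2. Compounds are tested on freshly harvested TSHR cells challenged with 4nM TSH (EC80) for 2 hours at 37 deg C.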
USP2a inh: qHTS Assay for Inhibitors of Ubiquitin-specific Protease USP2a Using CHOP2 as the Reporter; Potency, µM (top dose mostly 38.3 µM), without a hit: at the top dose activity change, negative = inhibition, usual class: inhibitors; hit rate 0.01% among 330,000; USP2 core, Ub-CHOP2 coupled fluorogenic reporter, 485/531; AID 463254, 2010; Ubiquitin carboxyl-terminal hydrolase 2 (Homo sapiens), O75604;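 note: potency is the fitted concentration of half-maximal effect; plate controls were DMSO wells for no effect and full inhibition by NEM control for full effect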
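USP2 core (10nM final) preincubated 30min RT with compound in 20mM Tris-HCl pH 8.0, 2mM CaCl2, 2mM beta-mercaptoethanol, 0.05% CHAPS; 25nM Ub-CHOP2 plus 25nM reporter substrate added, fluorescence (Ex485/Em531) read after 60min.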
KCNH2 WT inh: qHTS for Inhibitors of KCHN2 3.1: Wildtype qHTS. Voltage-gated inwardly rectifying potassium channel KCNH2 (Homo sapiens), Q12809. U2OS, BacMam KCNH2, thallium flux FluxOr; active compounds read low. activity change, % at 1.84 µM. hit rate 0.37% among 340,000;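 active = maximum activity change below -70%; inconclusive = maximum activity change between -70% and -50%; inactive = maximum activity change above -50%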; note: % is set by controls: 0 for no effect and ±100 for the full control effect
Target sequence (Q12809 whole entry, looked up): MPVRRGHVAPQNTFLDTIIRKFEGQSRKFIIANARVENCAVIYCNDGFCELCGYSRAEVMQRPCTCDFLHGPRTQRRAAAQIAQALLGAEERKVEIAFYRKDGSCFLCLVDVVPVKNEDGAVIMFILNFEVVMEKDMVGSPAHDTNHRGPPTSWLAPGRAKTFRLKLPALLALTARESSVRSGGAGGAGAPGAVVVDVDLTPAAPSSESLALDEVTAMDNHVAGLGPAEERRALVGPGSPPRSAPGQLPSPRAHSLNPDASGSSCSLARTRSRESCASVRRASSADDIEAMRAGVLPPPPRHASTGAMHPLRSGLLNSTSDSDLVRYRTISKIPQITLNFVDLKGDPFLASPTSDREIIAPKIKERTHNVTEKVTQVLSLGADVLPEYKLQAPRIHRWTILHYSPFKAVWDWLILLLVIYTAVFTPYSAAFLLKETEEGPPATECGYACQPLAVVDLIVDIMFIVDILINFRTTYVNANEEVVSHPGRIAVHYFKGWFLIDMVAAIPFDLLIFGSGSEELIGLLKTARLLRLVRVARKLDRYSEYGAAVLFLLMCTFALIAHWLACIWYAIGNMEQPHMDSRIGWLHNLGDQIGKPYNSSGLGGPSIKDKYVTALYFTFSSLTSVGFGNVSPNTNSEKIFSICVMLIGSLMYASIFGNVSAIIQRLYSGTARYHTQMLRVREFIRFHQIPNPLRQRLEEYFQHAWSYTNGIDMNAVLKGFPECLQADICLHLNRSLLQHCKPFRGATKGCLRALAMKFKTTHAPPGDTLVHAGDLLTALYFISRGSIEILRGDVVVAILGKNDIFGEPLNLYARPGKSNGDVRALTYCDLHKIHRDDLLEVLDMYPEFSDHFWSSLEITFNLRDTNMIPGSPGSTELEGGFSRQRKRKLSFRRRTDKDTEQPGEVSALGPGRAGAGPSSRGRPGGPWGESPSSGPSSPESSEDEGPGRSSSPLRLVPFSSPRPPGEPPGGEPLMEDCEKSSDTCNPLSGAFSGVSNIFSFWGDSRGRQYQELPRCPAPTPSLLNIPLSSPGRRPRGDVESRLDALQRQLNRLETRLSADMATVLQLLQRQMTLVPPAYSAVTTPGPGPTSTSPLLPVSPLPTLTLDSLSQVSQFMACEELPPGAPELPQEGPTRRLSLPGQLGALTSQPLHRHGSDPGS
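U2OS cells transduced with wild-type KCNH2 virus are loaded with FluxOr dye for 45 min, and thallium flux is measured in kinetic reads before and after stimulation buffer. Rate constants are normalized to DMSO controls.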
TCR act: Activators of T cell receptors: qHTS campaign; primary human leukocytes, anti-CD3, IL-2 HTRF, 48 h; Potency, µM (highest dose often 9.22 µM), for inactives: top-dose activation of IL-2 secretion, usual class: activators; 330,000 tested, under 10 active; AID 504894, 2011; note: % of control where 0% means no effect
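TCR engagement came from a-CD3 beads alone, with compounds added to primary human leukocytes for 48 hr. Secreted IL-2 bridged europium cryptate- and d2-labelled anti-IL-2 antibodies, giving FRET emission at 665nm after 320nm excitation.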
A-T KAP1 phos: qHTS Assay for Identifying a Potential Treatment of Ataxia-Telangiectasia. hit rate 0.19% among 320,000. Potency, µM (titrated, usually from 57.5 µM), without a hit: at the highest dose activation, most hits filed as activators. […] A-T fibroblasts, KAP-1 phosphorylation AlphaLISA; neocarzinostatin DNA damage 30 min before lysis. AID 485349, 2010; note: potency is the fitted concentration of half-maximal effect; % of control where 0% means no effect; nearly all actives have a fitted effect of over 45% in size
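ATM-like activity read as KAP-1 phosphorylation via AlphaLISA donor/acceptor antibody pairs after lysis and 6 hr at 25C. Cells were ATM-null patient fibroblasts ([…], hTERT), dosed 60 min, then exposed to the DSB inducer NCS for 30 min.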
ELG1 DNA repair: qHTS screen for small molecules that inhibit ELG1-dependent DNA repair in human embryonic kidney (HEK293T) cells expressing luciferase-tagged ELG1. Potency, µM (series often up to 46.1 µM), without a hit: at the highest dose activity change, negative = inhibition, hits mostly inhibitors. AID 504467, 2011. HEK293T ELG1-luciferase reporter, luminescence, 16 h; DNA damage induced by 5-fluorouridine. hit rate 2.3% among 330,000; note: potency is the fitted concentration of half-maximal effect; % is set by controls: 0 for no effect and ±100 for the full control effect; nearly all actives have a fitted effect of over 55% in size
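Step one: seed 2,000 cells per well. Step two: pin-transfer compound or DMSO alongside 5-fluorouridine. Step three: incubate 16 hr, 37 °C, 5% CO2. Step four: add ONE-Glo, wait 30 min, read luminescence.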
* hit, by the source's call; ? = inconclusive; . = not tested or not shown; [ ] = remark or other dose. Unless noted, calls come from the whole dose curve; as a rule, active = well fitted curve in the direction sought with a large enough effect; inconclusive = small, poorly fitted or top-dose-only effect, or another doubt; inactive = no such curve, though single readings can be large; an effect the other way counts as inactive or inconclusive. Some of the compounds tested; the hit share may differ from the screen's.

SMILES	ELG1 DNA repair	KCNH2 3.1 inh	Mito fusion yeast	KCNH2 WT inh	TSHR antag	TCR act	A-T KAP1 phos	Eya2 inh	TRPV1 ag	USP2a inh
Cc1ccccc1-n1c(SC(C)C(N)=O)nnc1-c1cccnc1 (stereo not drawn)	-5.2%	-5.9	3.9%	-6.5	-14.3	.	-1.3%	0.0%	-1.9	-1.6%
CCN(CC)S(=O)(=O)c1cccc(C(=O)Oc2cccnc2)c1	2.9%	-14.0	-2.2%	-11.0	1.6	-2.0%	2.7%	3.3%	5.2	1.9%
COc1ccccc1CN1CCNC(=O)C1CC(=O)NCCCn1cccn1 (stereo not drawn)	5.5%	16.8	3.6%	1.1	15.7	-3.6%	4.1%	10.9%	-3.5	8.3%
COc1ccc(S(=O)(=O)N2CCN(C(=O)c3sccc3-c3ccccc3)CC2)cc1	-0.9%	-3.3	6.9%	-1.2	-0.5	0.6%	-4.0%	-35.6%	7.4	-1.4%
COc1ccc(Cl)cc1NS(=O)(=O)c1cccc(C(=O)N2CC(C)OC(C)C2)c1 (stereo not drawn)	-0.1%	-4.1	6.8%	-1.2	-7.6	-2.4%	-5.2%	-5.7%	-0.6	2.3%
COc1cc(OC)cc(-c2oc(=O)c3cc(OC)c(OC)cc3c2C(F)(F)F)c1	-19.7%	12.6	.	-9.2	-4.2	0.4%	-6.9%	12.9%	.	0.2%
O=c1cc(-c2ccccc2)nc(SCc2ccccc2F)[nH]1	-10.0%	25.7	0.4%	1.0	1.7	-1.6%	3.2%	-1.8%	-0.7	11.1%
O=C(CCN1CCOCC1)N1CCCC(Nc2cccc(F)c2)C1 (stereo not drawn)	-3.0%	-17.1	0.4%	15.2	-13.7	2.6%	2.0%	-15.2%	13.4	0.2%
CCN(CC)C(=O)C(=O)Nc1ccc(OCc2ccccc2)cc1	6.6%	6.7	5.2%	2.4	-0.9	5.1%	4.2%	1.7%	-0.1	-1.3%
C/C(=N\NC(=O)c1ccccc1)c1ccccc1Br	?	9.7	-3.9%	5.2	0.3	1.4%[46.1 µM]	-3.4%	2.3%	-1.2	-1.9%
C=CCn1c(SCc2ccc(Br)cc2F)nc2cc(C(=O)O)ccc2c1=O	1.7%	6.6	?	4.1	-22.7	4.3%	1.8%	-7.7%	-0.2	-6.9%
O=C(Nc1ccc(C(=O)N2CCCc3ccccc32)cc1)c1cccs1	-12.5%	-15.3	-6.1%	?	-12.0	2.4%	0.5%	-0.9%	18.0	-0.8%
CC(=O)/C(=C/N(C)C)Sc1ccc(C)cc1	-5.1%	6.4	2.1%	-3.6	4.9	2.1%	-1.8%	-6.7%	0.7	4.2%
COc1ccc(CCNC(=O)c2cc(-c3ccc4c(c3)OCO4)on2)cc1OC	17.7%	-12.5	4.1%	-18.4	10.6	.	-12.5%	8.4%	-1.5	1.3%
CCC(C(=O)NC1CCCC1)N(C(=O)Cn1nnc(-c2ccc(OC)c(OC)c2)n1)C1CCCCC1 (stereo not drawn)	?	0.8	12.1%	-22.6	6.1	-4.3%	6.3%	-8.4%	0.9	-6.6%
CC1CCCCC1NC(=O)c1ccc(CSc2nc3ccncc3[nH]2)cc1 (stereo not drawn)	3.7%	-6.1	-3.3%	-2.0	3.2	-1.6%	-13.2%	-1.5%	-6.3	0.2%
CC(C)Sc1nc2c(cnn2-c2ccc(Cl)cc2)c(=O)[nH]1	22.1%	-1.2	1.0%	-0.1	1.0	0.2%	-18.2%	-17.0%	-3.0	2.2%
Cc1ccccc1Nc1nc(N)nc(CSc2nnc(C)n2C)n1	21.9%	-8.8	10.0%	-24.9	3.0	5.4%	1.5%	5.7%	-2.8	-0.6%
COc1ccc(C(CC(=O)O)NC(=O)Nc2ccccc2)cc1OC (stereo not drawn)	13.2%	11.9	-7.9%	6.7	-1.1	-1.7%	-0.8%	8.6%	-0.2	1.9%
Cc1oc(C)c2c(=O)ccc3c(c12)OC(N)=C(C#N)C3c1ccccc1Cl (stereo not drawn)	?	3.3	1.9%	-5.9	-10.8	8.3%	0.1%	-4.8%	-1.2	7.5%
Cc1ccccc1N(C(=O)c1cccs1)c1nc2ccccc2s1	0.0%	2.4	?	0.9	-16.2	-1.1%	4.4%	11.5%	-0.9	-2.5%
CCN(CC)CCNC(=S)Nc1ccc2nc(N3CCN(CC)CC3)cc(C)c2c1	0.4%	4.0	-4.1%	11.3	-7.0	-0.1%	2.4%	4.7%	3.1	3.6%
Cc1cc(/C=C(\C#N)C(=O)NCc2cccs2)c(C)n1-c1ccccc1F	?	-30.2	-4.1%	-9.2	-14.6	-0.1%	.	-11.1%	?	-2.4%
Cc1ccc2oc(C(=O)N3CCN(Cc4ncccc4C)CC3)c(C)c2c1	-3.7%	-14.1	0.6%	9.1	-1.9	-3.8%	1.5%	1.2%	18.2	-0.1%
O=C(/C=C/c1ccc(Cl)cc1)Nc1ccc(Br)cn1	-9.6%	-11.1	-7.2%	-3.8	9.8	.	0.5%	-8.3%	-7.9	2.0%
Cc1cc([N+](=O)[O-])c(C(C)(C)C)cc1N	-6.4%	43.4	2.5%	-2.9	-7.8	4.2%	-2.0%	-0.8%	0.4	5.2%
Cc1ccnc(SCC(=O)NC2CC2)n1	0.0%	13.0	1.0%	1.7	4.3	13.7%	25.3%	-11.8%	-5.0	0.5%
CCOC(=O)C1CCN(C(=O)c2ccc(OCC(=O)Nc3cccc(C(F)(F)F)c3)c(OC)c2)CC1	-21.2%	-15.8	1.4%	1.2	-29.1	1.2%	-1.6%	-7.5%	-2.4	1.5%
CN1C[C@@H]2[C@@H]3C(=O)N(Cc4ccccc4)C(=O)[C@@H]3[C@](C)(C1=O)N2C(=O)c1ccc(Cl)cc1	?	10.1	.	-8.4	-13.4	-2.9%	-10.4%	5.0%	.	11.0%
CCOC(=O)Cc1c(C)nc2c(-c3ccccc3)cnn2c1C	?	-3.4	7.3%	0.0	-5.1	-0.2%	-6.0%	-4.4%	3.5	0.8%
S=C(NC1CC1)N1CCc2ccccc2C1	20.8%	26.5	-3.8%	.	-1.6	-1.2%	-4.3%	1.6%	7.4	1.2%
COc1cccc(CC(=O)N2CCCC(CCC(=O)N3CCN(c4ccccn4)CC3)C2)c1 (stereo not drawn)	2.3%	12.2	-2.3%	2.5	-5.2	3.2%	6.3%	-3.8%	1.1	0.7%
CCNc1nc(NCC)n2c(SCC(=O)O)nnc2n1	-0.3%	-0.2	-1.7%	-0.5	6.9	0.6%	1.1%	-17.4%	0.2	-0.7%
CCN(CC)CCCN(C(=O)c1ccccc1F)c1nc(-c2ccc(OC)cc2)cs1	-28.2%	-44.4	-12.3%	18.7	-1.5	4.6%	3.8%	-3.1%	4.3	-0.9%
S=c1[nH]nc(-c2ccco2)n1/N=C/c1ccccc1	7.4%	0.8	-7.6%	-3.9	-6.1	2.0%	-12.7%	-4.3%	0.0	-1.4%
Clc1cccc(OCCCCCN2CCOCC2)c1	-5.3%	-7.5	4.9%	11.2	2.7	-0.3%	4.9%	2.3%	-0.8	3.3%
C/C=C(/C)C(=O)Nc1cccc(C2=NOC3(C2)C[C@@H](C(N)=O)N(C(=O)[C@H]2CCC(=O)N2)C3)c1 (stereo partly drawn)	4.1%	2.3	18.1%	4.1	-7.1	3.3%	0.0%	10.3%	1.0	-3.5%
NC(=O)COC(=O)c1sc2ccccc2c1Cl	?	-5.1	-1.4%	-17.3	11.1	-1.2%	-2.2%	-11.7%	-0.7	0.3%
O=C(O)c1c(NC(=O)N(CCO)Cc2ccccc2)sc2c1CCCC2	-1.0%	-9.5	9.1%	0.5	9.7	-1.9%	-4.5%	?	-1.4	3.9%
CN(C(=O)CSc1cccc[n+]1[O-])c1ccccc1	-1.3%	-0.2	.	0.6	.	4.5%	2.3%	4.4%	.	-1.7%
